DENV2 CPE: DENV2-induced cell death inhibition | CPE inhibition, % at 9.99 µM | AID 651640 | DENV2-infected cells, cytopathic effect rescue, plate reader | 1.7% of 350,000 active; in the data active = CPE inhibition above about 20%, passing the limit was not always enough; inconclusive = no clear call, values can overlap the other calls; tested in BHK-21 cells;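 note: 0% = median of neutral control wells and 100% = median of positive control wells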
miR-122 sensor: miR-122 inhibition in Huh7 cells; Huh7 miR-122 Renilla luciferase sensor, 48 h; neutral wells = 0, positive control = 100; activation (reporter increase), % at 12.5 µM; 0.3% of 340,000 active; AID 602342;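 active = mean replicate activation score at least 90 and every replicate individually at or above 90; inconclusive = only one of the two criteria met; inactive = neither criterion met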;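 note: higher luciferase means less miR-122 activity so hits act as miR-122 inhibitors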
FN deposit inh: fibronectin deposition inhibition. 0.086% of 350,000 active. inhibition, % at 12.6 µM. AID 743247. AH1F fibroblasts, Alexa488-fibronectin deposition fluorescence, overnight;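 active = mean inhibition across replicates of 30% or more, regardless of how many single replicates reach that level; inconclusive = mean under 30% yet at least half of replicates reach 30%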;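 note: positive control wells lacked labelled fibronectin entirely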
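Schedule: 1 h cell adhesion before compound, then overnight fibronectin incubation; test system: AH1F fibroblast monolayer depositing Alexa488-labelled fibronectin into matrix; quantity: 10000 AH1F cells per well; probe or stimulus: fluorescent fibronectin at 24 nM final; signal: fluorescence, ex 485 nm, em 525 nm; evaluation: percent inhibition as loss of matrix-bound fibronectin fluorescence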
PAX8 reporter: inhibitors of PAX8 transcriptional activity in RMG-I cells; 1.2% of 360,000 active; inhibition, % at 12.6 µM; RMG-I TPO-luciferase reporter, SteadyGlo, 24 h;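 active = mean replicate inhibition at least 60% with every replicate also reaching 60%; inconclusive = only one of the two criteria is met; inactive = mean below 60% and not all replicates reaching 60%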;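 note: luciferase light reporting Pax8 driven TPO promoter activity; plate controls were median of neutral control wells for no effect and mitoxantrone controls for full effect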
INS-1E GSIS act: GLuc luminescence reporter in INS-1E cells, primary screen for activators of glucose-dependent secretion of insulin; 0.61% of 370,000 active; activation, % at 16.6 µM; INS-1E GLuc reporter insulin secretion, 2-3 h;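 active = lowest replicate activation of at least 40%, so every replicate reaches that level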;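 note: 0% = median of neutral control wells and 100% = median of IBMX positive control wells; some compounds called inactive have numbers as strong as hits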
CFTR F508del cor: correctors of CFTR F508del function in bronchial epithelial cells; CFBE cells, YFP halide quenching; stimulated with forskolin plus potentiator P3; % fluorescence drop versus neutral controls; activity (quench increase), % at 7.58 µM; 0.36% of 350,000 active; AID 720511;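 active = mean added fluorescence quench of at least 8% versus neutral control, with both replicates also reaching 8%; inconclusive = only one of the mean or replicate conditions met; inactive = mean below 8% and not both replicates reaching 8%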;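 note: cells transiently co-express mutant CFTR-F508del with the halide-sensitive YFP; corrector assay measuring rescue of mutant channel to the surface after 24 h compound exposure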
EWS-Fli inh: EWS/Fli transcriptional activity inhibition. inhibition, % at 12.6 µM. AID 651661. A673 NR0B1-luciferase reporter, viability-normalised. 0.67% of 350,000 active;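 active = mean inhibition of at least 50% after viability correction, with every replicate also passing that limit; inconclusive = mean reaches 50% but only one of two replicates passes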;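 note: firefly luciferase signal divided by Alamar Blue viability fluorescence both relative to DMSO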
The depositor's hits bear a star; ? = inconclusive; . = not tested or not shown; [ ] = dose if it differs, or a comment.

Structure	DENV2 CPE	miR-122 sensor	CFTR F508del cor	FN deposit inh	INS-1E GSIS act	EWS-Fli inh	PAX8 reporter
C=CCOc1c2ccc(C(=O)N(CC)c3ccc(OC)cc3)cc2nn1C	.	-0.7	2.0	-21.5	.	17.7	-3.5
O=C(c1cc2ccccc2o1)N1CCN(CCOc2ccccc2)CC1	-1.4	-6.2	-7.4	4.7	-12.2	1.0	4.5
CCCC[C@@H]1CC2=C(C(=O)OC(C)(C)O2)[C@@H](c2ccc(F)cc2)O1	?	.	-0.4	-12.2	5.4	4.2	-24.0
C[C@@H]1CCCCO[C@@H](CN(C)C)[C@H](C)CN([C@H](C)CO)C(=O)c2cc(N(C)C)ccc2O1	3.8	3.5[16.7 µM]	0.7	.	13.8	-2.0	-7.1
O=C(O)c1cc(O)ccc1NC(=O)C(c1ccccc1)c1ccccc1	2.9	2.4	.	-6.0	.	6.1	12.2
O=C(COc1ccc(S(=O)(=O)N2CCOCC2)cc1)Nc1ccc2c(c1)OCCO2	-5.0	-3.0	0.6	.	-6.4	9.1	.
Cc1ccc(S(=O)(=O)N(C)C[C@@H]2Oc3ccc(NC(=O)Cc4cn(C)c5ccccc45)cc3CC(=O)N([C@H](C)CO)C[C@H]2C)cc1	?	3.1[16.7 µM]	1.2	.	8.6	-3.0	-28.2
Cc1ccc(S(=O)(=O)N(C)C[C@@H]2Oc3ncc(Br)cc3C(=O)N([C@@H](C)CO)C[C@H]2C)cc1	.	60.7[16.7 µM]	1.6	.	-0.7	0.2	-17.6
COc1cc(OC)cc(C(=O)N/N=C\c2ccoc2)c1	4.8	-5.5	3.2	-3.0	12.6	-7.0	3.9
O=C(COc1ccc(-c2ccccc2)cc1)Nc1cccnc1	-2.9	.	-0.6	-26.3	9.5	-38.6	-10.6
CCCNC(=O)[C@@H]1[C@@H](CO)[C@@H]2Cn3c(ccc(-c4ccccc4OC)c3=O)[C@H]1N2C(=O)NCCC	2.4	2.1[16.7 µM]	-0.2	.	14.0	0.9	.
C[C@@H]1CN([C@@H](C)CO)S(=O)(=O)c2ccc(C#CC3CC3)cc2O[C@H]1CN(C)C(=O)c1ccccn1	-0.8	6.5[16.7 µM]	1.8	-10.6	-13.7	5.7	.
COc1ccc2c3c([nH]c2c1)[C@@H](CO)N(CC1CCOCC1)CC31CN(C(=O)C2CC2)C1	14.1	.	-2.0	.	-8.5	-8.5	.
O=C1c2ccccc2S(=O)(=O)c2cc(C(=O)N3CCN(c4ccccc4)CC3)ccc21	?	.	-0.5	-10.5	5.5	-2.0	4.4
N#CCn1c(Cc2ccccc2)nc2ccccc2c1=O	6.8	5.6	0.3	-2.8	23.0	-4.4	12.4
O=C(NC1CCCCC1)N[C@H]1CC[C@@H](CCNS(=O)(=O)c2ccc(F)cc2)O[C@@H]1CO	6.8	.	1.8	.	-15.4	4.3	-2.7
COc1ccccc1CNC(=O)C1=CCN(S(=O)(=O)c2ccc(C)cc2)CC1	1.9	.	-1.0	-1.2	.	3.0	6.5
O=C(c1cnsn1)N1CCN(c2ccccn2)CC1	.	-5.5	.	-15.8	.	.	-7.0
COc1ccc(OC)c(C2CC(=O)Nc3n[nH]c(-c4ccccc4)c32)c1 (stereo not drawn)	4.6	.	-1.8	-2.0	13.6	20.7	7.9
CC(=O)NNc1ncnc2c1cnn2-c1ccc(C)c(Cl)c1	-3.3	.	-3.5	.	-4.1	-24.7	-139.9
C=C1CCC[C@]2(C)C[C@H]3OC(=O)C(CN[C@@H](C)c4ccccc4)[C@H]3CC12 (stereo partly drawn)	0.5	-2.5	-2.1	1.4	-30.5	21.5	26.8
CCCNC(=O)C[C@H]1CC[C@@H]2[C@H](COc3ccc(NC(=O)c4cc(F)cc(F)c4)cc3C(=O)N2C)O1	-4.4	-43.3[16.7 µM]	0.6	-1.5	0.5	-3.7	-6.8
CCOc1ccc(-n2ccnc(SCC(=O)NCCc3ccccc3)c2=O)cc1	0.2	.	-3.0	5.0	-17.4	-2.6	12.5
CCc1nnc(NC(=O)CN2CCN(Cc3ccccc3Cl)CC2)s1	9.1	1.6	-1.0	-4.1	15.8	-10.2	-7.5
COc1ccc(CN(C)C[C@@H]2OCCCC[C@@H](C)Oc3ccc(NC(=O)C4CCCCC4)cc3C(=O)N([C@@H](C)CO)C[C@H]2C)cc1	2.5	8.6[16.7 µM]	-0.4	-7.3	-23.5	.	13.5
O=C(O)c1c(-c2ccccc2)c2oc3ccccc3c2[nH]c1=O	.	0.8	.	1.4	2.6	.	.
COc1ccc(CCNC(=O)C(=O)NCCCN2CCOCC2)cc1	-2.4	-2.5	-1.9	9.8	12.9	-5.3	11.3
O=C1NNC(=O)C1c1ccccc1	2.9	-10.5	-3.0	-6.8	7.1	4.8	-11.6
Cc1c(C)n(C)c2ccc(C(=O)NCCc3ccco3)cc12	2.9	-3.6	1.8	3.4	1.3	-76.9	-64.1
Cc1c(OCC(=O)NCc2ccncc2)ccc2c3c(c(=O)oc12)CCCC3	6.6	-9.6	0.7	-4.3	4.4	6.4	-16.0
CO[C@@H]1CN(C)C(=O)c2ccc(NC(=O)C3CC3)cc2OC[C@@H](C)N(CCc2ccccc2)C[C@@H]1C	9.3	7.4[16.7 µM]	2.1	-0.4	-11.0	2.6	-7.4
CO/N=C(/C)CCS(=O)(=O)c1ccccc1	-3.8	-1.5	1.9	7.8	23.9	0.5	-1.1
CC(=O)N1CCN(c2ccc(NC(=S)NC(=O)COc3ccc(C(C)(C)C)cc3)cc2)CC1	.	4.5	.	-8.3	-30.5	.	-9.8
O=C(Nc1c(Cl)ccc2nsnc12)c1cccnc1	3.8	-1.9	1.8	9.1	5.2	7.7	4.0
COc1ccc(C2C(C#N)=C(N)OC3=C2C(=O)CCC3)c(OC)c1OC (stereo not drawn)	-0.9	-4.9	-0.4	.	-2.3	-3.9	.
CCOC(=O)C1=CCN(S(=O)(=O)c2ccccc2Cl)C1c1cccc(C)c1 (stereo not drawn)	5.9	-5.9	1.6	1.8	-18.9	-3.6	-6.1
O=C(/C=C/c1ccc(F)cc1)NC(=S)Nc1ccccc1O	1.6	5.8	-0.4	1.8	-15.4	-46.1	-49.7
O=C(Nc1cccc(Cl)c1)N[C@H]1CC[C@H](CCn2cc(Cc3ccccc3)nn2)O[C@H]1CO	4.9	9.0[16.7 µM]	-1.1	-4.2	-2.0	1.7	-20.1
CC(C)c1ccc(/C=C(\NC(=O)c2ccccc2)C(=O)NCCCn2ccnc2)cc1	-0.2	82.7	0.1	1.9	-9.2	1.2	-5.7
Cc1ccc(S(=O)(=O)N2CCC(=O)CC2)cc1	-5.9	0.1	0.5	.	-6.3	3.1	9.1
N#Cc1ccc(C(=O)OCCCc2cc3ccccc3c(=O)o2)cc1	-0.2	-8.5	-2.2	7.4	.	-9.6	-0.7
COCCNC(=S)N(CCc1c(C)[nH]c2ccccc12)Cc1cccnc1	?	.	3.6	2.0	-1.3	2.6	2.4
O=C(Nc1ccc(Cl)cc1)N[C@H]1CC[C@@H](CCNC(=O)c2cc(Cl)cc(Cl)c2)O[C@@H]1CO	15.4	.	0.3	-5.3	-22.7	0.9	17.2
O=C(CSC1=Nc2ccccc2C2CC=NN12)Nc1ccc2c(c1)OCO2 (stereo not drawn)	7.2	17.9	1.8	-10.7	-1.5	-1.1	2.6
Cc1nc(-c2ccc(Cl)cc2)sc1C1(C)CC(c2ccccc2F)=NO1 (stereo not drawn)	-7.4	-3.9	-1.5	8.7	-5.7	-50.1	-67.4
CCc1cc(=O)oc2c3c(cc(OCC(=O)N[C@H](C(=O)O)[C@H](C)CC)c12)OC(C)(C)CC3	-2.8	-21.1	0.5	-2.5	17.1	4.3	-7.6
CCCN1C[C@H](C)[C@H](OC)CN(C)C(=O)c2ccc(NC(=O)COC)cc2OC[C@H]1C	5.2	1.5[16.7 µM]	.	-11.0	1.8	-6.9	-7.2
Cc1ccc(C(O)c2ncc(-c3cccc4ccccc34)[nH]2)cc1F (stereo not drawn)	-7.8	1.3	-1.5	30.2*	-14.7	7.4	0.3
CCc1nnc(NC(=O)CSc2nnc(-c3ccc(OC)cc3)n2C)s1	.	-9.0	.	-7.1	.	.	0.5
CN(Cc1cccs1)C(=O)Cc1c[nH]c2ccccc12	.	.	.	-9.5	5.0	.	-30.5

Following part
Structure	DENV2 CPE	miR-122 sensor	CFTR F508del cor	FN deposit inh	INS-1E GSIS act	EWS-Fli inh	PAX8 reporter
C[C@@H]1CN([C@@H](C)CO)C(=O)c2c(c3ccccc3n2C)-c2ccccc2CO[C@H]1CN(C)S(C)(=O)=O	9.2	.	-0.9	-3.9	32.6	-1.2	.
COc1ccc(NC(=O)CSc2nc(N)c(-c3ccccc3)c(=O)[nH]2)cc1	15.2	-4.9	-0.6	.	-5.9	2.6	.
O=S(=O)(Cc1ccc(Cl)cc1)C1CCCCC1O (stereo not drawn)	2.6	.	0.1	-8.8	-0.1	-1.2	9.0
c1ccc(C2CC(c3cccs3)=NN2c2ccccc2)cc1 (stereo not drawn)	-6.0	0.2	2.1	2.0	47.4	2.2	-28.1
COCC(=O)Nc1ccc2c(c1)C(=O)N(C)[C@H]1CC[C@H](CC(=O)Nc3ccccc3)O[C@@H]1CO2	9.6	-4.3[16.7 µM]	-2.3	4.3	6.7	-8.0	38.0
CC(C)CC(NC(N)=O)C(=O)NCc1ccc(Cl)cc1 (stereo not drawn)	1.2	.	0.3	16.9	-7.6	1.6	16.3
CN(Cc1nc2ccc(F)cc2[nH]1)Cc1c(C(=O)N(C)C)nc2ccc(Cl)cn12	11.9	.	0.8	-2.9	15.1	4.8	13.1
CCC(=O)Nc1ccc2c(c1)C(=O)N(C)[C@H]1CC[C@H](CC(=O)NC3Cc4ccccc4C3)O[C@@H]1CO2	?	12.5[16.7 µM]	1.3	1.1	4.3	-3.0	-2.5
CCc1ccc(N(C2C=CS(=O)(=O)C2)S(=O)(=O)c2ccc(C)cc2)cc1 (stereo not drawn)	-2.1	-18.3	-0.2	-9.6	7.5	8.7	9.6
CC(=O)Nc1ccc(NC(=O)CC23CC4CC(CC(C4)C2)C3)cc1	-1.7	-18.2	-1.0	5.5	-4.6	-9.8	-16.2
CCc1cccc(CC)c1-n1c(SCC(=O)N2CCc3ccccc3C2)nnc1-c1cccnc1	.	2.4	.	2.3	-25.1	.	30.0
Cc1nc2sccn2c(=O)c1Cl	-4.2	.	3.9	.	-10.9	3.4	.
CCCCCCSc1ccc([C@@H]2[C@H]3C(=O)N(CC)C(=O)[C@H]3[C@]3(C(=O)OC)CCCN23)cc1	-6.0	-12.7	1.4	6.3	.	6.6	1.1
CCSc1ccccc1C(=O)N=C1NC(=O)CC2C(=O)NCCN12 (stereo not drawn)	2.8	.	0.0	6.1	-2.6	0.7	12.8
C[C@H]1CN([C@@H](C)CO)C(=O)c2cccc(NS(C)(=O)=O)c2O[C@@H]1CN(C)Cc1ccc(C(F)(F)F)cc1	-9.9	71.3[16.7 µM]	-1.3	.	8.8	5.1	-10.1
CC(C)n1nc(C(=O)Nc2ccc3c(c2)OCO3)c2ccccc2c1=O	-6.3	-1.8	-1.9	2.3	9.6	-53.1	-59.5
CNc1n[nH]c(-c2ccccc2)n1	19.5	-1.3	0.8	-17.6	-0.3	-11.2	-22.6

High-throughput results deposited in PubChem BioAssay by Broad Institute.
